S3 lipid droplet: qHTS Assay for Lipid Storage Modulators in Drosophila S3 Cells | Drosophila S3 cells, BODIPY lipid droplet fluorescence, 18-24 h; cells fed with added oleic acid | Potency in µM for hits, for the others lipid storage change, negative = inhibition, % at the top dose, mostly 46.1 µM | 320,000 tested, 0.64% active | AID 2685; active = well fitted inhibition curve with a large enough effect in the signal ratio, with a control signal flat, not every such curve was filed as active; inconclusive = small, poorly fitted or top-dose-only effect, or effect the other way, or a change in a side signal; the % refers to the signal ratio
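Drosophila S3 cells loaded with oleic acid (400 uM, as added) and compounds at several concentrations; lipid droplets imaged by 488-nm laser-scanning cytometry, 500–530 nm intensity and object ratio to cell channel. Percent activity normalized to 20 uM Triacsin C.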
S3 lipid droplet cell count max: also measured in S3 lipid droplet; calls as there; cell number change, %; measured here: cell count max response;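 cells counted by Cell Tracker Red CMTPX staining in the red channel; peak over a dose series mostly up to 46.1 µM; percent activity relative to internal control wells on each plate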
An asterisk follows results filed as active. % is set by controls: 0 for no effect and ±100 for the full control effect; potency is the fitted concentration of half-maximal effect. Some of the compounds tested, so the mix of outcomes need not match the whole.

`C/C(=N/NC(=O)c1ccc(C)s1)c1cccc(NC(=O)c2ccoc2C)c1` gave S3 lipid droplet inactive and S3 lipid droplet cell count max -23.2.
For O=C(CSCc1ccc(F)cc1)NCc1ccco1 the results were S3 lipid droplet inconclusive.
O=C(c1ccco1)N1CCN(c2ncnc3scc(-c4ccccc4)c23)CC1 was read as S3 lipid droplet inactive.
For CC(C)Nc1nc(SC(C)C(=O)Nc2ccccc2)nc(N(C)C)n1 (centres undefined) the results were S3 lipid droplet 8.2µM* and S3 lipid droplet cell count max -27.6*.
For O=C(Cc1cccc2ccccc12)Nc1cc(C(=O)O)cc(C(=O)O)c1 the results were S3 lipid droplet inconclusive.
`N#Cc1c(Nc2ccccc2)sc(C(=O)c2ccc(F)cc2)c1N` gave S3 lipid droplet inconclusive.
Screening Cc1csc(SCC(=O)Nc2cc(S(=O)(=O)N(C)C)ccc2C)n1 returned S3 lipid droplet inconclusive.
Screening O=c1ccsn1Cc1ccccc1 returned S3 lipid droplet inconclusive.
Screening CC(=O)N1c2ccc(S(=O)(=O)N(C)CC(=O)NCc3ccccc3)cc2CC1C (centres undefined) returned S3 lipid droplet 6.9%.
CCOC(=O)c1ccc(NC(=O)CSc2nnc(C3CC3)n2C)cc1 was read as S3 lipid droplet -18.3% and S3 lipid droplet cell count max -20.6.
Screening CCC1CCCCN1S(=O)(=O)c1ccc(-n2cnnn2)c(C)c1 (centres undefined) returned S3 lipid droplet inconclusive.
Screening N#CCC(=O)N/N=C/c1ccc(OC2CSC2)cc1 returned S3 lipid droplet inconclusive.
For COc1cccc(N/C(N)=N/c2nc(C(F)(F)F)cc(=O)[nH]2)c1 the results were S3 lipid droplet inconclusive.
Screening COc1ccc(CN2C(=O)CN(C3CCCCCC3)C(=O)C2c2ccc(F)cc2)cc1 (centres undefined) returned S3 lipid droplet inconclusive.
Screening Cc1ccc(/C=N/NC(=O)Cn2cncn2)cc1 returned S3 lipid droplet 0.2% and S3 lipid droplet cell count max 1.0.
`C[N+]1(C)CC2([N+](=O)[O-])CC=C(Oc3ccccc3)C([N+](=O)[O-])(C2)C1` (centres undefined) gave S3 lipid droplet -9.1% and S3 lipid droplet cell count max -16.8.
Screening C/C=C/C(=O)Nc1nnc(-c2ccccc2C)s1 returned S3 lipid droplet 14.8% and S3 lipid droplet cell count max 3.4.
CC(C)Cn1c(N)c(/C=N/NC(=O)c2ccc(Cl)cc2)c(=O)n(C)c1=O was read as S3 lipid droplet inactive and S3 lipid droplet cell count max -25.0.
For CC1CCN(c2ccc3nnc(CCC(=O)Nc4ccc(F)cc4)n3n2)CC1 the results were S3 lipid droplet inconclusive.
`Cc1cccc2nc(-c3ccco3)oc(=O)c12` gave S3 lipid droplet 12.8% and S3 lipid droplet cell count max 8.8.

Filtered by structure: the compounds so far containing an aryl thioether with sulfur outside any ring (3)
For CC(C)Nc1nc(SC(C)C(=O)Nc2ccccc2)nc(N(C)C)n1 (centres undefined) the results were S3 lipid droplet 8.2µM* and S3 lipid droplet cell count max -27.6*.
Screening Cc1csc(SCC(=O)Nc2cc(S(=O)(=O)N(C)C)ccc2C)n1 returned S3 lipid droplet inconclusive.
CCOC(=O)c1ccc(NC(=O)CSc2nnc(C3CC3)n2C)cc1 was read as S3 lipid droplet -18.3% and S3 lipid droplet cell count max -20.6.

The list continues:
Screening CCOc1cc(CNc2ccc(N3CCCCC3)cc2)cc(Br)c1OCC(=O)NC(C)(C)C returned S3 lipid droplet inconclusive.
Screening CCN(CC)c1ccc2c(c1)oc(=O)c1c(Cl)cc(=O)oc12 returned S3 lipid droplet inconclusive.
For S=c1[nH]nc(-c2ccco2)n1-c1cccc2ccccc12 the results were S3 lipid droplet inconclusive.
For COCCCNC(=O)Cn1nnc(-c2ccccc2NC(=O)c2ccccc2F)n1 the results were S3 lipid droplet inconclusive.
Screening Cc1cc[n+](-c2[nH]c(=O)sc2/C=N/N=C(\[O-])c2ccncc2)cc1 returned S3 lipid droplet inactive and S3 lipid droplet cell count max 0.6.
Screening COc1ccc(NC(=S)NCc2cccnc2)cc1 returned S3 lipid droplet inconclusive.
`CC(C)(C)NC(=O)/C(=C\c1ccc(Br)cc1)NC(=O)c1cccs1` gave S3 lipid droplet 15.0% and S3 lipid droplet cell count max 17.1.
Screening CCCNC(=O)CN1C(=O)c2ccccc2Sc2ncccc21 returned S3 lipid droplet inconclusive.
`CCOc1ccc(Nc2nnc(SCc3nc4ccccc4c(=O)[nH]3)s2)cc1` gave S3 lipid droplet 5.2% and S3 lipid droplet cell count max -5.1.
Screening CC1=C(CC(=O)O)c2cc(F)ccc2/C1=C\c1ccc(S(C)=O)cc1 (centres undefined) returned S3 lipid droplet -0.9% and S3 lipid droplet cell count max -1.7.
For O=C(Cn1nc(-c2ccccc2)c2ccccc2c1=O)Nc1cccnc1 the results were S3 lipid droplet inconclusive.
`CC(=O)NCCn1c(SCC#N)nc2ccccc2c1=O` gave S3 lipid droplet 23.8% and S3 lipid droplet cell count max 8.1.
Screening CCOc1cccc2cc(C(C)=O)oc12 returned S3 lipid droplet inconclusive.
COc1ccc(/C=N/NC(=O)Cn2ccnc2C)cc1OC was read as S3 lipid droplet 0.9% and S3 lipid droplet cell count max 8.8.
CC[C@H](C)[C@H](NC(=O)CNC(=O)COc1cc2c(c3oc(=O)cc(C)c13)CCC(C)(C)O2)C(=O)O was read as S3 lipid droplet 8.1% and S3 lipid droplet cell count max 25.6.
For COC(=O)c1ccc(NS(=O)(=O)c2cccc3cccnc23)cc1 the results were S3 lipid droplet inconclusive.
N#Cc1cccc(NC(=O)c2ccc(S(=O)(=O)N3CCOCC3)cc2)c1 was read as S3 lipid droplet inconclusive.
`Oc1ccc(CCc2n[nH]c(=S)n2-c2ccc(F)cc2)cc1` gave S3 lipid droplet -13.0% and S3 lipid droplet cell count max -9.0.
COCCCNc1nc2ccccc2[nH]c1=O was read as S3 lipid droplet inconclusive.
COC(=O)c1c(-c2cccc(OC)c2)csc1N was read as S3 lipid droplet 27.4% and S3 lipid droplet cell count max 2.1.
OCCCNc1nccc(-c2cc(Nc3cccc(Cl)c3)ncn2)n1 was read as S3 lipid droplet inconclusive.
COc1ccc(CC(=O)Nc2cc(S(=O)(=O)N3CCCCC3)ccc2N2CCN(C)CC2)cc1 was read as S3 lipid droplet 22.8% and S3 lipid droplet cell count max 13.1.
Screening NS(=O)(=O)c1ccc(NC(=O)Cc2c(F)cccc2Cl)cc1 returned S3 lipid droplet 25.6% and S3 lipid droplet cell count max 23.1.
For COc1cc(CCC(=O)Nc2ccc(S(=O)(=O)NC3=NCCCCC3)cc2)cc(OC)c1OC the results were S3 lipid droplet inconclusive.
For S=C(NCc1ccccc1)NNc1ccccc1 the results were S3 lipid droplet 7.9% and S3 lipid droplet cell count max 6.8.
Screening O=S1(=O)CCN2N=C(C34CC5CC(CC(C5)C3)C4)SC2=N1 returned S3 lipid droplet inconclusive.
O=C(Nc1nccs1)c1cc(S(=O)(=O)N2CCOCC2)c(Cl)cc1Cl was read as S3 lipid droplet 13.9% and S3 lipid droplet cell count max 6.6.
`CCc1noc(C)c1C(=O)N1CCN(S(=O)(=O)c2cccs2)CC1` gave S3 lipid droplet inconclusive.
Screening COC(=O)C1=C(C)NC(C)=C(C(=O)OC)C1c1ccccc1[N+](=O)[O-] returned S3 lipid droplet inconclusive.
For CC(=O)NCc1c(Cl)cccc1-n1cccc1 the results were S3 lipid droplet inconclusive.

Seven neighbouring entries from above, quoted:
`C/C(=N/NC(=O)c1ccc(C)s1)c1cccc(NC(=O)c2ccoc2C)c1` gave S3 lipid droplet inactive and S3 lipid droplet cell count max -23.2.
For O=C(CSCc1ccc(F)cc1)NCc1ccco1 the results were S3 lipid droplet inconclusive.
O=C(c1ccco1)N1CCN(c2ncnc3scc(-c4ccccc4)c23)CC1 was read as S3 lipid droplet inactive.
For CC(C)Nc1nc(SC(C)C(=O)Nc2ccccc2)nc(N(C)C)n1 (centres undefined) the results were S3 lipid droplet 8.2µM* and S3 lipid droplet cell count max -27.6*.
For O=C(Cc1cccc2ccccc12)Nc1cc(C(=O)O)cc(C(=O)O)c1 the results were S3 lipid droplet inconclusive.
`N#Cc1c(Nc2ccccc2)sc(C(=O)c2ccc(F)cc2)c1N` gave S3 lipid droplet inconclusive.
Screening Cc1csc(SCC(=O)Nc2cc(S(=O)(=O)N(C)C)ccc2C)n1 returned S3 lipid droplet inconclusive.

Other entries:
`COc1ccc(CNC(=O)c2noc(C(C)C)c2[N+](=O)[O-])cc1` gave S3 lipid droplet -2.8% and S3 lipid droplet cell count max 2.4.
`Nc1nc(-c2ccc(Br)cc2)c(S(=O)(=O)c2ccccc2)s1` gave S3 lipid droplet inconclusive.
`COc1ccc(C(=O)COC(=O)C(CCCCN2C(=O)C3C4C=CC(C4)C3C2=O)N2C(=O)C3C4C=CC(C4)C3C2=O)cc1` (centres undefined) gave S3 lipid droplet inconclusive.
Screening COc1ccc(C(c2nnnn2C(C)(C)C)N2CCN(C(=O)c3ccco3)CC2)cc1 (centres undefined) returned S3 lipid droplet inactive and S3 lipid droplet cell count max 15.4.
`O=C(Nc1ccc(F)cc1)Nc1cc(S(=O)(=O)N2CCOCC2)ccc1N1CCCC1` gave S3 lipid droplet inconclusive.
Cc1cccn2c(=O)c(/C=C(\C#N)C(=O)NCc3ccco3)c(N3CCCC(C)C3)nc12 (centres undefined) was read as S3 lipid droplet -9.1% and S3 lipid droplet cell count max -3.5.
Cc1c(C(=O)NCc2ccccc2F)oc2ccccc12 was read as S3 lipid droplet inconclusive.
`COc1cc(-c2cc(C(=O)Nc3nc4ccccc4s3)c3ccccc3n2)cc(OC)c1OC` gave S3 lipid droplet inconclusive.
For Cc1sc(NC(=O)c2ccccc2)c(C(=O)c2ccccc2)c1C the results were S3 lipid droplet inconclusive.
`CCN(CC)S(=O)(=O)c1cc(NC(=O)CN2C(=O)NC3(CCCc4ccccc43)C2=O)ccc1C` (centres undefined) gave S3 lipid droplet inconclusive.
Cc1cc(C)c(C)c(S(=O)(=O)NCC(=O)N2CCCC2)c1C was read as S3 lipid droplet inconclusive.
CCOC(=O)N1CCC(NC(=O)CC2C(=O)NCCN2Cc2ccccc2)CC1 (centres undefined) was read as S3 lipid droplet inconclusive.
For CCOC(=O)Cn1cc(/C=N/N2C(=O)C3C4C=CC(C4)C3C2=O)c2ccccc21 (centres undefined) the results were S3 lipid droplet inconclusive.
`CCc1noc(C)c1C(=O)Nc1ccc(S(=O)(=O)N2CCCC(C)C2)cc1` (centres undefined) gave S3 lipid droplet inconclusive.
Screening CC12CCC(=O)N1C(C(=O)OCc1c(Cl)cccc1Cl)CS2 (centres undefined) returned S3 lipid droplet inconclusive.
COc1ccc2cc3cc(C(=O)Nc4ccc5c(c4)OCCO5)oc3nc2c1 was read as S3 lipid droplet inconclusive.
For CN1CCN(CCCNC(=O)C2CCN(c3nnc(-n4cccc4)s3)CC2)CC1 the results were S3 lipid droplet 0.3% and S3 lipid droplet cell count max 4.1.
O=C(NCc1ccccc1)C(c1ccc(F)cc1)N(C(=O)c1csnn1)c1ccccc1 (centres undefined) was read as S3 lipid droplet inconclusive.
CCOc1cc(C)c(C(C)C)cc1S(=O)(=O)N1CCOCC1 was read as S3 lipid droplet -16.2% and S3 lipid droplet cell count max 15.3.
O=C(CNC(=O)c1cccs1)OCc1ccc(Br)cc1 was read as S3 lipid droplet -25.6% and S3 lipid droplet cell count max 13.4.
`Nc1ccc2c(c1)C(=O)N(CCCC(=O)O)C2=O` gave S3 lipid droplet inconclusive.
`Cc1c(C(=O)NC(C)C)c(-c2ccccc2)nn1-c1ccccc1` gave S3 lipid droplet 6.5% and S3 lipid droplet cell count max -7.4.
Screening CN(C)CCNC(=O)c1ccc2c(c1)N(Cc1ccc(F)cc1)CCS2 returned S3 lipid droplet inconclusive.
Screening COc1ccc(NC(=S)NNC(=O)c2nnn(-c3ccccc3)c2C)cc1 returned S3 lipid droplet inconclusive.
Screening O=C(O)C1C2C=CC(C2)C1C(=O)OC1CC2CCC1C2 (centres undefined) returned S3 lipid droplet inconclusive.
N#Cc1c(N)nc2c(c1-c1ccccc1)CCC2 was read as S3 lipid droplet -9.4% and S3 lipid droplet cell count max 8.2.
Screening O=C(COC(=O)c1cccc2ccccc12)NCC1CCCO1 (centres undefined) returned S3 lipid droplet inconclusive.
`CC1(C)CC(=O)C2=C(C1)N1C(=C(C#N)C2c2ccccc2Cl)N=C(N)c2ccccc21` (centres undefined) gave S3 lipid droplet inconclusive.
CC(C)c1nnc(NC(=O)CCC(=O)NCc2ccc(F)cc2)s1 was read as S3 lipid droplet inconclusive.
CC(=O)C12C3C4C(C5C1C3C5(Br)C41OCCO1)C21OCCO1 (centres undefined) was read as S3 lipid droplet inconclusive.
`CC(NC(=O)C(=O)N1CCCCC1)C(c1cccs1)N1CCN(c2ccc(F)cc2)CC1` (centres undefined) gave S3 lipid droplet inconclusive.
For Cc1cccc(Nc2nnc(SCc3cc(=O)n4cc(C)ccc4n3)s2)c1 the results were S3 lipid droplet inconclusive.
O=C(COc1ccc(Cl)cc1)NN=C1CCCCCCC1 was read as S3 lipid droplet inconclusive.
`CC(=O)NC(CCS(C)(=O)=O)C(=O)Nc1ccc(C)c(F)c1` (centres undefined) gave S3 lipid droplet inconclusive.
`Cc1ccc([N+](=O)[O-])cc1NCC(=O)NN` gave S3 lipid droplet 2.8% and S3 lipid droplet cell count max 1.2.
O=C(NCc1cccnc1)C1CCN(S(=O)(=O)c2cccc(C(F)(F)F)c2)CC1 was read as S3 lipid droplet inconclusive.
`CCOC(=O)c1cnc(COc2ccccc2Cl)[nH]c1=O` gave S3 lipid droplet 1.1% and S3 lipid droplet cell count max -3.2.
`CCCC[C@@H]1CNC(=O)C(=O)N1CC(C)(C)C` gave S3 lipid droplet inconclusive.
